# Screening data (PubChem BioAssay)
# rCAG binder – binders of r(CAG) RNA repeats, primary screen, biochemical, fluorescence; inhibition, % at 3 µM; 370,000 compounds, 1.3% hits; r(CAG) RNA repeat, TO-PRO-1 dye displacement fluorescence; AID 651821, 2012;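 active means inhibition above the plate cutoff, the mean of all test compounds on that plate plus 3 SD, cut at about 35% in these data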;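 further: 0% = DMSO alone and 100% = 100 µM mitoxantrone as full dye displacement; higher means more dye released from RNA so lower well fluorescence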
# HTRA1 inhibitor – HTRA1 serine protease inhibitors, primary screen, biochemical, fluorescence polarization, HTS | inhibition, % at 5.96 µM | 340,000 compounds, 0.5% hits | recombinant HTRA1, FP-rhodamine activity-based probe | Q92743; in the data active means inhibition above about 36%;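 further: 0% = enzyme with DMSO and 100% = wells lacking enzyme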
# Target sequence (Q92743 whole entry, looked up): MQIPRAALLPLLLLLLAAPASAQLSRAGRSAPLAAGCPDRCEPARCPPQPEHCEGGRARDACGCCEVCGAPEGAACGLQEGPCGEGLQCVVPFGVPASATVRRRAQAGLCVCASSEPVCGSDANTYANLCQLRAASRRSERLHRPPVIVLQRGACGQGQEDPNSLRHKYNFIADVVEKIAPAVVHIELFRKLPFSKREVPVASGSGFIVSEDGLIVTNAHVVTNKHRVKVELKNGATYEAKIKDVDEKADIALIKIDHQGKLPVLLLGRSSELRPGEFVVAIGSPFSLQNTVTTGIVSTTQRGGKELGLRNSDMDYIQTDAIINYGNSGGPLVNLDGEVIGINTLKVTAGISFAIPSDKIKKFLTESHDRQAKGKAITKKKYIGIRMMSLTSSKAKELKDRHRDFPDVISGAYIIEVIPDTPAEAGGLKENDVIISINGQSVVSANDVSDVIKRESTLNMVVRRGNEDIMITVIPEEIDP
# PRMT1 FP inh – PRMT1 methyltransferase inhibitors, primary screen, biochemical, fluorescence polarization; recombinant PRMT1, activity-based probe fluorescence polarization; inhibition, % at 2.79 µM; 370,000 compounds, 1.3% hits;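 active means inhibition above about 21% made by adding two undisclosed values, limit read from the data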
# SIAE primary – human SIAE inhibitors, primary screen, biochemical, fluorescence polarization, FP-Rh probe, 1536-well HTS. 370,000 compounds, 0.69% hits. inhibition, % at 9.66 µM. Sialate O-acetylesterase (Homo sapiens), Q9HAT2. SIAE FP-Rh probe binding;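 active means inhibition above a cutoff: mean of compounds within the control limits plus 3 SD of those, cut at about 17% in these data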;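 further: 0% = plate median of compound wells and 100% = probe without SIAE protein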
# TCR-CD3 inh – inhibitors of human TCR-CD3 interaction, primary screen, biochemical, fluorescence, TAMRA-labeled TCR probe; T-cell receptor (TCR); inhibition, % at 9.4 µM; 360,000 compounds, 0.37% hits; AID 651800, 2012; in the data active means inhibition above about 19%;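 further: recombinant mutant TCR 2C K166C tagged with TAMRA read by polarization; 0% = receptor in buffer alone and 100% = receptor with positive control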
# GC-B act – human GC-B receptor activators, primary screen, HEK293 GC-B cells, cGMP TR-FRET, EC30 CNP. Atrial natriuretic peptide receptor 2 (Homo sapiens), P20594. activation, % at 10 µM. 370,000 compounds, 0.11% hits. AID 1920062, 2024. 0% at EC30 CNP, 100% saturating CNP;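 active means activation at 10 µM reaching about 35% in either raw or pattern-adjusted values, limit read from the data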
# ABHD4 inh – ABHD4 inhibitors, primary screen, biochemical, fluorescence polarization, mouse; inhibition, % at 8.92 µM; purified mABHD4, FP-Rh probe fluorescence polarization; (Lyso)-N-acylphosphatidylethanolamine lipase (Mus musculus), Q8VD66; 370,000 compounds, 0.54% hits;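 active means inhibition exceeding the mean over every tested compound plus 3 SD, cut at about 30% in these data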;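 further: 0% = plate median of compound wells and 100% = S159A mutant with DMSO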
#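 assay system = mABHD4 protein | compound dosing = single nominal dose of 8.92 µM, 0.89% DMSO final | read-out basis = percent inhibition of probe binding, normalized to plate controls | schedule = Enzyme–compound pre-incubation 45 min, then probe 60 min, both 25 °C | detection = fluorescence polarization, excitation 525 nm, emission 598 nm, BODIPY TMR filters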
# UHRF1 binding – UHRF1 methylated DNA binding inhibitors, primary screen, counter-screen for MBD2 inhibitor project, biochemical, TR-FRET, human UHRF1, single concentration; E3 ubiquitin-protein ligase UHRF1 (Homo sapiens), Q96T88; UHRF1 binding to methylated oligo; inhibition, % at 4.4 µM; 370,000 compounds, 0.75% hits; in the data active means inhibition above about 21%;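 further: UHRF1 SRA domain binding a hemimethylated CpG hairpin DNA probe; 0% = median of test compound wells and 100% = reference inhibitor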
# NPR1 activator – GC-A stimulated cGMP production enhancers – HEK293 GC-A cells, cGMP TR-FRET, EC30 ANP, primary screen; 0% at EC30 ANP, 100% saturating ANP; AID 1671463, 2021; activation, % at 10 µM; 370,000 compounds, 0.14% hits; in the data active means activation above about 40%
# MBD2 inh – inhibitors of MBD2 binding to methylated DNA, primary screen, biochemical, TR-FRET, DNA-binding domain, human | Methyl-CpG-binding domain protein 2 (Homo sapiens), Q9UBB5 | MBD2 binding to methylated oligonucleotide | inhibition, % at 4.4 µM | 370,000 compounds, 0.31% hits; in the data active means inhibition above about 13%
# Target sequence (Q9UBB5 whole entry, looked up, the tested form may be a part): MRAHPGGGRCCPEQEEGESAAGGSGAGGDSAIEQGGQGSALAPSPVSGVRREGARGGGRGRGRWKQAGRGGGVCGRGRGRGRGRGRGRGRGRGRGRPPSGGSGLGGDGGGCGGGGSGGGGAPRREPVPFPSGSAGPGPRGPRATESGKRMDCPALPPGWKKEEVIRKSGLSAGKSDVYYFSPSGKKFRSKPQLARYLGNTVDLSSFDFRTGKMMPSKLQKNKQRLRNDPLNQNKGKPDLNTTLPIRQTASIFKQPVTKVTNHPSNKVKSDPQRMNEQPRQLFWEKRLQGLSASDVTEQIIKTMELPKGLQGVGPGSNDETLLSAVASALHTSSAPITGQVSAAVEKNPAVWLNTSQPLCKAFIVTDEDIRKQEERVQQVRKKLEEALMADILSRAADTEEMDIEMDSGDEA
# Starred values were filed as active, the others as inactive; x = no result given. An excerpt; count on the stated rates, not on these rows.
SMILES,rCAG binder,HTRA1 inhibitor,PRMT1 FP inh,SIAE primary,TCR-CD3 inh,GC-B act,ABHD4 inh,UHRF1 binding,NPR1 activator,MBD2 inh
CN1c2ccccc2-c2nc3ccccc3n2C1c1cccs1 (stereo unspecified),1.8,-63.2,-0.4,0.5,-1.0,-5.4,-10.4,-3.1,-20.9,-0.5
CCOC(=O)Cn1c(=S)[nH]c2c(oc3ccc(Cl)cc32)c1=O,3.5,4.8,4.7,3.0,3.8,11.4,-3.2,1.0,23.2,6.7
COc1ccccc1C(=O)NC(=S)N1CCCc2ccccc21,3.2,0.4,-1.8,8.6,-3.1,-3.6,-2.7,2.0,-1.0,-0.9
CNC(=O)c1ccc(CN(C)C(=O)c2cc(C3CC3)nc3c2cnn3C(C)C)cc1,-0.6,-4.2,7.1,-6.9,-11.6,2.5,-12.8,8.6,2.4,1.7
O=C(CC1S/C(=N/N=C/c2cccnc2)NC1=O)Nc1ccccc1 (stereo unspecified),15.6,-1.9,2.7,-4.3,2.7,-0.8,-8.9,-2.1,-1.4,1.6
COc1ccc(Cl)cc1NC(=O)C1CC(=O)N(C2CCCCC2)C1 (stereo unspecified),-2.1,-1.1,-4.0,13.8,5.3,9.6,1.1,0.0,-0.2,0.5
COC(=O)[C@@]12CCCCN1[C@H](c1ccc(SC3CCCCC3)c(OC)c1)[C@@H]1C(=O)N(C)C(=O)[C@@H]12,0.6,-19.0,-1.0,-6.6,8.5,5.5,-15.4,-1.9,-0.6,-0.7
CC1CCCCC1NC(=O)COC(=O)COc1ccccc1Cl (stereo unspecified),-6.0,-3.8,2.9,-5.3,-8.5,-3.1,3.9,-0.1,0.3,6.4
O=C(N/N=C/c1ccc(O)cc1)Nc1cccc2nsnc12,21.4,-22.9,-0.7,-5.1,-6.5,-4.0,-8.0,-1.4,11.0,-2.2
COc1cc([C@H]2Oc3c(OC)cc(CCCO[C@@H]4O[C@H](CO)[C@@H](O)[C@H](O)[C@H]4O)cc3[C@@H]2CO)ccc1O,1.2,-1.2,-3.6,2.3,5.2,2.8,-6.6,2.8,-3.0,1.9
CCC(=O)N1c2ccc(S(=O)(=O)NCCc3ccc(OC)c(OC)c3)cc2CC1C (stereo unspecified),-3.6,2.7,-2.1,-6.0,9.1,-1.1,-14.2,0.8,-2.8,-7.8
CN(C)C(=O)c1cn(-c2ccc(Cl)cc2)c(=O)c2ccccc12,-2.6,5.4,2.9,-3.5,-6.2,-1.9,4.2,1.5,-0.5,-0.4
Cc1cc(NC2CCCCC2)nc(-c2ccccc2O)n1,0.0,-8.5,5.0,-3.9,-2.2,-10.1,12.8,3.5,9.6,3.0
COc1ccc(-c2csc(NC(=O)Nc3ccccc3)n2)cc1,39.7*,13.0,1.1,44.0*,-4.8,4.9,-1.8,-0.5,4.2,2.7
O=C(Nc1ccc(Cl)cc1)Nc1cccc(C(=O)O)c1,1.9,x,1.3,-7.5,0.5,-1.0,-8.0,-1.6,1.0,-4.0
CCOC(=O)N1CCN(C(=O)/C(=C/c2cccs2)NC(=O)c2ccc(OC)c(OC)c2)CC1,3.7,0.1,0.6,-4.5,0.4,2.4,1.9,-0.9,2.9,-5.7
Cc1c(N(C(=O)CNC(=O)c2ccccc2)C2(C(=O)NC3CCCC3)CCCCC2)c(=O)n(-c2ccccc2)n1C,-7.1,3.3,2.5,-5.7,-4.7,1.6,5.7,1.8,1.9,3.8
CCOc1ccccc1C=NNc1ccc([N+](=O)[O-])cn1,3.0,-2.9,-1.1,2.2,2.8,1.3,0.2,-1.1,7.0,0.3
COc1ccccc1CC(=O)OCC(=O)N1CCN(c2ccc(F)cc2)CC1,-1.2,1.5,-0.8,-3.8,6.3,-5.5,-1.8,1.7,-2.5,-1.2
Cc1cc(NC(=O)CSc2nnnn2-c2ccc(F)cc2)no1,0.5,1.4,-2.5,-6.2,4.0,-1.9,-1.3,-0.3,-0.9,-2.0
Nc1nnc(Cc2ccc(Cl)cc2)s1,0.6,9.3,0.5,-1.3,5.4,2.6,3.5,-0.5,5.3,0.8
CN1CCN(C(=O)c2cnn3c(C(F)(F)F)cc(-c4cccs4)nc23)CC1,-1.1,-2.2,-0.6,11.0,-1.6,5.6,-4.4,-0.3,6.1,-0.3
CC1(C(=O)Nc2ccc3[nH]ncc3c2)CCN1C(=O)CCc1ccccc1 (stereo unspecified),0.2,x,-3.0,7.0,7.8,-4.6,-4.1,-2.6,-4.2,0.9
CC(=O)N1N=C(c2ccco2)CC1c1cccs1 (stereo unspecified),0.8,-2.8,-4.0,-0.2,5.9,3.1,3.9,-2.4,-1.6,-4.7
Cc1c(C(=O)NCCCN2CCOCC2)sc2nc(-c3ccccc3)cn12,2.6,x,-2.8,7.5,2.2,3.4,0.7,-3.7,2.8,-4.1
# Next part.
SMILES,rCAG binder,HTRA1 inhibitor,PRMT1 FP inh,SIAE primary,TCR-CD3 inh,GC-B act,ABHD4 inh,UHRF1 binding,NPR1 activator,MBD2 inh
COc1ccc(C(=O)Nc2nnc(Cc3ccccc3)s2)c(OC)c1,1.5,-1.5,-0.2,-10.2,-2.7,1.4,5.1,2.0,0.8,6.2
Cc1ccnc(NS(=O)(=O)c2ccc(NC(=O)c3cc(-c4ccccc4)nc4ccccc34)cc2)n1,45.3*,-29.8,0.6,-19.2,4.5,-3.5,-13.7,2.3,-5.2,5.4
CNC(=O)C1=NCCCc2cc(OC)c(OC)cc21,1.3,-4.3,1.1,3.5,3.8,-0.7,6.7,0.5,0.3,-4.6
C/C(=N\NC(=O)c1cccnc1)c1ccc(-c2ccccc2)cc1,-0.8,x,4.1,1.8,-7.6,-2.1,1.2,-0.2,0.9,-6.8
Cc1occc1C(=O)NCCCc1ccccc1,2.0,3.5,0.0,-3.4,-1.3,1.5,-7.2,1.0,-0.3,-4.2
O=C(Nc1nnc(CC(=O)N2CCOCC2)s1)C1COc2ccccc2O1 (stereo unspecified),4.7,-1.5,1.4,0.1,0.3,-0.3,0.3,0.6,2.2,-3.9
COc1cccc(NC(=O)N(C)C[C@@H]2OCc3cn(nn3)CCCC(=O)N([C@H](C)CO)C[C@H]2C)c1,4.4,4.5,-2.0,8.5,2.3,6.0,-2.7,-1.6,2.1,-2.6
COc1cc(NC(=O)CN(C)S(=O)(=O)c2ccc3c(c2)CCC(=O)N3)cc(OC)c1,0.7,7.4,1.6,-3.4,7.5,1.4,-2.4,-1.4,0.6,1.3
C[C@@H]1CC=C[C@H]2[C@H]1C(=O)N(Cc1ccccc1)[C@H]2c1ccc2ccccc2c1Br,0.0,-76.0,-0.1,-4.7,-1.1,-5.1,2.2,0.9,-1.8,-0.5
COc1ccc(F)cc1C(=O)C1CCCN(C(=O)Cc2c(C)noc2C)C1 (stereo unspecified),-3.3,-9.2,-1.5,4.2,11.1,-1.5,-0.5,-1.5,-3.2,2.2
Cc1ccc(C(=O)N2CCC3(CC2)Oc2ccc(Cl)cc2C(=O)C32CC(c3ccc(Cl)cc3)=NO2)s1 (stereo unspecified),3.0,-3.4,1.8,-0.2,3.2,0.0,10.2,-0.4,0.9,7.4
COc1ccc(CCc2nnc(CCC(=O)NCCc3ncccc3C)o2)cc1,-7.1,-3.7,3.7,1.3,-3.0,3.3,5.4,2.7,0.7,0.7
COc1c(Cl)cc(Br)c(OC)c1C(=O)NC(=O)Nc1nc(C)cc(C)n1,3.9,3.9,-2.1,2.0,5.2,-1.9,5.4,3.7,-0.2,-3.9
Cc1cc(=S)c2cccc(C)c2[nH]1,-0.1,x,3.2,0.7,0.4,4.4,5.4,1.0,-4.2,4.4
CC(NC(=O)C1CCCN1S(=O)(=O)c1ccc2c(c1)n(C)c(=O)c(=O)n2C)c1ccccc1 (stereo unspecified),-2.7,5.8,0.7,4.3,-5.8,3.5,5.0,1.2,-1.8,1.8
Cc1cccc(-c2cc3nc4c(c(NCc5ccco5)n3n2)CCCC4)c1,5.3,-51.4,0.0,2.0,4.2,1.3,1.6,0.4,7.8,-6.2
Cc1[nH]c2ccccc2c1C(=O)COC(=O)c1ccc2c(=O)n3c(nc2c1)CCC3,5.5,-23.3,-4.8,-0.2,-2.9,1.6,-12.1,4.5,1.2,2.7
CCc1ccc(-c2cc(C(=O)Nn3cnnc3)c3ccccc3n2)cc1,22.4,-12.1,-0.9,-1.9,8.3,-4.1,-4.3,1.4,1.2,-1.7
O=C(/C=C/c1ccco1)NCC1OCCc2ccccc21 (stereo unspecified),12.5,-1.7,18.1,1.6,3.6,0.3,1.6,10.9,1.6,5.9
CCc1c(-c2cccc(OC)c2)ncn1CCc1ccccc1OC,-2.6,x,4.6,-1.3,-0.9,-11.7,-3.7,1.4,-10.0,2.2
C[C@H]1COC(=O)[C@H](CC(=O)OC(C)(C)C)C/C=C\C[C@@H](CC(=O)N(CCO)Cc2ccccc2)C(=O)N1,-2.5,6.2,1.1,-6.4,7.6,4.3,5.5,0.6,1.8,3.1
CCSc1nnc(NC(=O)CSc2nnc(CNC(=O)c3cc(OC)c(OC)c(OC)c3)o2)s1,14.1,4.3,7.7,-1.9,8.7,0.5,5.5,0.8,3.0,5.1
Cc1ccccc1C(=O)c1c[nH]c(C(=O)NCc2cccs2)c1,-5.5,-2.4,0.1,-1.6,-1.8,-5.9,-5.0,-1.0,-3.8,-5.3
O=C(CSc1nc(O)c(Cc2ccccc2)c(=O)[nH]1)c1ccccc1,5.7,8.1,47.4*,-2.8,4.1,-0.3,6.6,-0.1,0.8,-0.5
O=C1CCC(=O)N1c1cccc(-c2nc3ccccc3o2)c1,-0.5,4.6,-4.4,4.2,-4.4,-3.9,-3.0,1.7,8.0,-3.3
CCCC(CCC(=O)Nc1cc([N+](=O)[O-])ccc1O)C(=O)O (stereo unspecified),2.4,2.1,-1.4,5.5,7.9,-3.5,2.0,-3.6,0.3,-8.3
CC(=O)CCN1C(=O)NC2(CCCc3ccccc32)C1=O (stereo unspecified),0.4,-0.9,-0.9,-3.8,8.1,-0.7,-2.6,1.0,-3.5,1.4
Cc1cc(-c2nn(C)c(=O)c3ccccc23)ccc1CNC(=O)NC1CCCCC1,3.5,-3.2,-0.1,-2.9,0.8,-9.1,0.1,2.4,-1.8,4.9

# Gathered by group, the entries above with bromine (two)
SMILES,rCAG binder,HTRA1 inhibitor,PRMT1 FP inh,SIAE primary,TCR-CD3 inh,GC-B act,ABHD4 inh,UHRF1 binding,NPR1 activator,MBD2 inh
C[C@@H]1CC=C[C@H]2[C@H]1C(=O)N(Cc1ccccc1)[C@H]2c1ccc2ccccc2c1Br,0.0,-76.0,-0.1,-4.7,-1.1,-5.1,2.2,0.9,-1.8,-0.5
COc1c(Cl)cc(Br)c(OC)c1C(=O)NC(=O)Nc1nc(C)cc(C)n1,3.9,3.9,-2.1,2.0,5.2,-1.9,5.4,3.7,-0.2,-3.9
